MEKK2 WT-MEK5: raises or lowers MEK5 binding to wildtype human MEKK2 PB1 domain | Q9Y2U5 | bead flow cytometry, Alexa488-MEK5 binding to MEKK2 WT; actives lie on both sides | binding response (% of control), % at 10 µM | 290,000 compounds, 1.1% hits | AID 1531; in the data active = binding response below about 67% or above about 130%
CRFBP-R2 block: CRF-BP/CRF-R2 complex antagonism; HEK293 CRF-R2/CRF-BP, CRF-induced calcium fluorescence; inhibition, % at 11.8 µM; 350,000 compounds, 0.59% hits;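 active = inhibition of the ligand-induced calcium signal above about 50% at the single tested concentration, limit read from the data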
NS3 helicase inh: HCV NS3 helicase inhibition | NS3 helicase DNA unwinding, Cy5 molecular beacon fluorescence | inhibition, % at 10.9 µM | 290,000 compounds, 0.56% hits;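 active = inhibition above the mean of all tested compounds plus 3 SD, set per campaign, cut at about 35% in these data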;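 note: 0% = DMSO wells and 100% = thioflavine S control wells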
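Assay system – hepatitis C virus NS3 helicase domain fragment enzyme · Buffer or medium – MOPS pH 6.5, MgCl2, DTT, Tween20, BSA · Reagent – Cy5/quencher beacon DNA duplex and ATP to start · Compound – single 10.9 µM dose · Timing – 1 h at 25 °C · Technique – Cy5 beacon fluorescence read at start and 1 h · Measure – % inhibition of unwinding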
GalR3 antagonist: antagonists of human GalR3; HEK293 GalR3-CNG cAMP membrane potential fluorescence; galR3 body fused to GalR1 C-terminus; inhibition, % at 3 µM; O60755; 360,000 compounds, 0.44% hits; AID 651719;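 active = inhibition above the screen-wide average plus 3 SD, cut at about 13% in these data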;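 note: forskolin and galanin both at EC90 stimulate the cells; cAMP rise reported by CNG channel membrane potential dye signal; 0% = forskolin plus galanin with DMSO and 100% = forskolin alone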
Target sequence (O60755 1-299 limits assumed): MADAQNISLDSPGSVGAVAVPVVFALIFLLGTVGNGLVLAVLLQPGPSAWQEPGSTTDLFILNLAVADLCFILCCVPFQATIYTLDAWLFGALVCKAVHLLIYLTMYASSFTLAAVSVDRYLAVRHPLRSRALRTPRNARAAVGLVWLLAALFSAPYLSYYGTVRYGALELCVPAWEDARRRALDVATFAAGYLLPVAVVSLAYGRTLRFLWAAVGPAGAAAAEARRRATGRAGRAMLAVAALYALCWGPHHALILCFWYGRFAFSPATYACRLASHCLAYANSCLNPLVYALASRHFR
MEKK3 PB1 HTS: modulators (inhibitors or enhancers) of MEK5 binding to human MEKK3 PB1 domain | 290,000 compounds, 1.4% hits | AID 1529 | bead-based flow cytometry, Alexa488-MEK5 binding to MEKK3; actives lie on both sides; 0 = blocked by unlabeled MEK5, 100 = vehicle | binding response (% of control), % at 10 µM | Q99759;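 active = binding response more than 3 SD above or below the average of its plate-row segment, actives on both sides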;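 note: Alexa488 bead fluorescence after subtracting the streptavidin-only scavenger bead signal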
Target sequence (Q99759 whole entry, looked up, the tested form may be a part): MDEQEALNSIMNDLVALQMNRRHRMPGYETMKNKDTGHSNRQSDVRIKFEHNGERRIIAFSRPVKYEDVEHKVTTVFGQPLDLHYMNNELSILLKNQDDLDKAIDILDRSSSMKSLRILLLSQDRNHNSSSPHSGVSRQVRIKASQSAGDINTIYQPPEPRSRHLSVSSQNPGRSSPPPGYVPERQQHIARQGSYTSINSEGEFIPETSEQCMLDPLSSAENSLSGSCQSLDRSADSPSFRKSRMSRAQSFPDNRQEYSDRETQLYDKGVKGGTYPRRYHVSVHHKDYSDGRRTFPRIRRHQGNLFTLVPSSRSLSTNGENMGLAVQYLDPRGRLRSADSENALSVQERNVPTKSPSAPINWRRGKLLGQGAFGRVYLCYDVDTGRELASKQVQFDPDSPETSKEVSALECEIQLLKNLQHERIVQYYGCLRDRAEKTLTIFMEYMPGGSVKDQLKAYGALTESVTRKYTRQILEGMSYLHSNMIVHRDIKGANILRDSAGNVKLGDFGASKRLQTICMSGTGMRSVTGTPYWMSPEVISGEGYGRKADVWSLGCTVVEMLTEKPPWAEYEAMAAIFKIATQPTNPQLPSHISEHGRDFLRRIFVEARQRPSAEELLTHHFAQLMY
CRFR2-BP ag: CRF-BP/CRF-R2 complex agonism; HEK293 CRF-R2/CRF-BP, calcium dye fluorescence (FLIPR); percent of saturating CRF peptide response; activation, % at 13.2 µM; 350,000 compounds, 0.46% hits; AID 588473;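 active = activation of at least 50%, plus an integration ratio under a set limit after plate pattern correction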;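 note: plate controls were neutral control wells without compound for no effect and CRF at EC100 for full effect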
MEKK2 mut-MEK5: signal of MEK5 binding to mutant human MEKK2 PB1 domain; bead flow cytometry, Alexa488-MEK5 binding to MEKK2 mutant; percent response, % at 10 µM; 290,000 compounds, 0.35% hits; in the data active = percent response above about 24%, passing the limit was not always enough; note: inactives centre near 1; some results filed as inactive read as strong as hits; reference of the scale not given here
FID counter: counter-screen for HCV NS3 helicase inhibitors: DNA intercalator displacement; 290,000 compounds, 0.17% hits; DNA fluorescent intercalator displacement, fluorescence; inhibition, % at 7.9 µM; AID 1845; in the data active = inhibition above about 37%;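 note: 0% = vehicle and 100% = reference compound; higher means more ethidium bromide displaced from hairpin DNA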
UBC9 SUMO inh: SUMOylation inhibition; HTRF SUMOylation assay, SAE1/SAE2 + UBC9, in vitro; 290,000 compounds, 0.36% hits; P63279; inhibition, % at 35 µM; in the data active = inhibition above about 50%, passing the limit was not always enough; note: strong numbers were not always called active
Target sequence (P63279 whole entry, looked up): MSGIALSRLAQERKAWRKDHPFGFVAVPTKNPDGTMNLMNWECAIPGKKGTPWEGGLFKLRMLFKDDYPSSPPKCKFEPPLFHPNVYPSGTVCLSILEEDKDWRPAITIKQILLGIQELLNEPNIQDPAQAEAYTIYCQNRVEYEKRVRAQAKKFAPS
* marks the source's active call; other numbers are inactive results; nt = no result given; & = joins results of further samples.

SMILES | MEKK2 WT-MEK5 | CRFBP-R2 block | NS3 helicase inh | GalR3 antagonist | MEKK3 PB1 HTS | CRFR2-BP ag | MEKK2 mut-MEK5 | FID counter | UBC9 SUMO inh
C[C@]12C=CC(=O)C=C1CC[C@@H]1[C@@H]2[C@@H](O)C[C@@]2(C)[C@H]1CC[C@]2(O)C(=O)COC(=O)CCC(=O)O | 99&105 | 17 | 7 | 0 | 99&100 | -0.8 | -3&3 | -30 | -6
Cc1nn(Cc2ccccc2)c(Cl)c1C(=O)OC1CCOC1=O (centres undefined) | 97 | 8 | 2 | 1 | 97 | -1.4 | 3 | -10 | 2
Cc1cc(C)n(CCNC(=O)c2cc(COc3c(F)cccc3F)on2)n1 | 84 | 5 | -8 | -8 | 97 | 2.3 | -15 | -27 | 12
CCOC(=O)c1cccc(C(=O)Oc2ccccc2)n1 | 96 | 35 | 7 | -3 | 90 | 0.3 | -3 | -6 | 9
Cc1nc2scc(-c3ccc(C(C)C)cc3)c2c(=O)n1N | 95 | 4 | -3 | 1 | 101 | -1.0 | -2 | -4 | -3
CCC(C)Oc1ccc(/C=C/c2[nH]c(=O)[nH]c(=O)c2[N+](=O)[O-])cc1OC (centres undefined) | 96 | -4 | 25 | -1 | 102 | -1.1 | 1 | -20 | 13
O=c1ccc(-c2ccccc2)nn1Cc1ccc(F)cc1 | 112 | -3 | -17 | -2 | 110 | 0.5 | 14 | -23 | 23
CC(=O)Nc1ccc(SCC(=O)OCC(=O)NC(=O)NC2CCCC2)cc1 | 94 | 30 | 3 | -12 | 102 | -2.3 | -1 | -24 | 11
Cc1ccc(Sc2ccc(NC(=O)c3ccc(S(C)(=O)=O)cc3Cl)cc2)cc1 | 108 | -7 | 9 | -3 | 107 | 2.7 | 5 | 3 | -50
C[C@@H]1CN(Cc2cn(C)nc2-c2cccc(Cl)c2)C[C@H](C)O1 | 95 | 10 | 0 | -6 | 98 | 11 | -10 | -4 | 13

Continued (4 carried over from the part before).
SMILES | MEKK2 WT-MEK5 | CRFBP-R2 block | NS3 helicase inh | GalR3 antagonist | MEKK3 PB1 HTS | CRFR2-BP ag | MEKK2 mut-MEK5 | FID counter | UBC9 SUMO inh
O=c1ccc(-c2ccccc2)nn1Cc1ccc(F)cc1 | 112 | -3 | -17 | -2 | 110 | 0.5 | 14 | -23 | 23
CC(=O)Nc1ccc(SCC(=O)OCC(=O)NC(=O)NC2CCCC2)cc1 | 94 | 30 | 3 | -12 | 102 | -2.3 | -1 | -24 | 11
Cc1ccc(Sc2ccc(NC(=O)c3ccc(S(C)(=O)=O)cc3Cl)cc2)cc1 | 108 | -7 | 9 | -3 | 107 | 2.7 | 5 | 3 | -50
C[C@@H]1CN(Cc2cn(C)nc2-c2cccc(Cl)c2)C[C@H](C)O1 | 95 | 10 | 0 | -6 | 98 | 11 | -10 | -4 | 13
O=C(NCc1cc(C(F)(F)F)cc(C(F)(F)F)c1)C1CC(c2ccccc2[N+](=O)[O-])=NO1 (centres undefined) | 98 | -1 | 3 | -4 | 100 | 1.1 | -4 | -2 | 6
Brc1ccc(C2Nc3cccc4cccc(c34)N2)o1 | 78 | -7 | 11 | nt | 80 | -0.9 | -7 | 3 | 92
C=CCNC(=O)c1oc2ccc(S(=O)(=O)N3CCC4(CC3)OCCO4)cc2c1C | 102 | -14 | 7 | -8 | 99 | -0.1 | 4 | -31 | nt
CCOc1ccc(CNC(=O)c2ccco2)cc1 | 105 | -3 | -10 | -4 | 104 | 1.1 | 1 | -1 | 6
COc1ccc(S(=O)(=O)N2CCN(C(=O)NC3CCCCC3)CC2)cc1 | 95 | -8 | 6 | -1 | 90 | 2.0 | -1 | -17 | 4
CCOC(=O)c1sc2nc(C)nc(N3CCN(c4ncccn4)CC3)c2c1C | 104 | 2 | 4 | 6 | 104 | 2.4 | -1 | -3 | 22
Cc1ccc(S(=O)(=O)Nc2cc(-c3ccc(Cl)cc3)nn2C)cc1 | 100 | 9 | 3 | -5 | 105 | -1.9 | -1 | -31 | 11
Cc1cn(S(=O)(=O)c2cc(Br)ccc2Br)cn1 | 100 | 8 | 8 | -1 | 99 | 1.0 | 1 | -2 | 17
Cc1cccc(NC(=O)C2CCCC2)c1 | 94 | -4 | 5 | -6 | 103 | 0.9 | 2 | 0 | -46
CCCCc1cc(=O)oc2cc(OC(C)C(=O)NCc3ccccn3)c(Cl)cc12 (centres undefined) | 98 | 5 | 9 | 3 | 99 | -1.9 | -5 | -37 | 14
Cc1nc(C#N)c(N/N=C/c2c(F)cccc2Cl)o1 | 101 | 6 | -1 | 1 | 101 | -1.4 | -4 | -6 | -8
CC1(C)CC2(CCO1)N1CC3(C)CN2CC(C)(C1)C3=O (centres undefined) | 103 | 20 | -8 | 1 | 100 | -1.1 | 8 | -3 | nt
CC(=O)c1nnn(-c2nc(N3CCCC3)nc(N(c3ccccc3)c3ccccc3)n2)c1C | 96 | 16 | 3 | -2 | 96 | 0.3 | -9 | -1 | 7
Cc1ccccc1N1OC2C(=O)N(c3ccc(F)cc3)C(=O)C2C1c1ccccn1 (centres undefined) | 83 | -4 | 8 | -3 | 80 | -5.2 | -14 | -10 | -12
CCn1cc(C(=O)O)c(=O)c2cc(F)c(N3CCN(C(=S)NC(=O)c4cc(OC)cc(OC)c4)CC3)cc21 | 100 | -7 | 22 | 1 | 100 | 0.9 | -2 | -23 | 23
N#C/C(=C1\C(=O)Nc2c(Cl)cc(Cl)cc21)c1nnc2n1CCCCC2 | 104 | -27 | -2 | 1 | 106 | -0.7 | 3 | -5 | 18
c1ccc(CSc2ncn(-c3ccccc3)n2)cc1 | 102 | 19 | 2 | 3 | 103 | 1.0 | 10 | -6 | 17
O=C/C(=C\Nc1ccc(Br)cc1)c1nc2ccccc2o1 | 91 | -11 | -1 | -5 | 96 | 0.2 | -9 | -1 | 8
CC(c1ccccc1)n1cc(C(=O)NCc2ccncc2)nn1 (centres undefined) | 107 | -17 | 5 | 3 | 108 | -0.5 | 4 | -4 | 6
C/C(=N\NS(=O)(=O)c1c(C)cc(C)cc1C)c1ccncc1 | 105 | 15 | 6 | -2 | 102 | 2.0 | 8 | 2 | -2
COc1ccc(Br)cc1CN1CCN(C(=O)c2ccco2)CC1 | 111 | 15 | -14 | -7 | 108 | -1.0 | 6 | -12 | -4
O=C(Nc1cccc(-n2cnnn2)c1)c1cccnc1 | 106 | 0 | 6 | 4 | 104 | -1.3 | 6 | -5 | 1
O=C(Nc1ccccc1F)c1ccccc1-c1ccc(C(F)(F)F)cc1 | 99 | 0 | -10 | 0 | 97 | -0.9 | -1 | -6 | -5
CC12CCC(C(=O)O)(c3nc(C#N)c(C#N)nc31)C2(C)C (centres undefined) | 103 | 2 | 7 | -5 | 100 | -0.2 | 2 | 2 | 1
O=C(Nc1nncs1)c1ccc(S(=O)(=O)c2ccccc2)cc1 | 119 | 4 | 4 | -2 | 123* | -3.3 | 6 | -4 | 0
CN(C)c1ccc(-n2cccc2)cc1 | 110 | 2 | -1 | -3 | 109 | -1.0 | 9 | -2 | -1
CC(=O)N1C(=O)C2(Nc3ccccc3N2)c2ccccc21 | 103 | -9 | 0 | -3 | 107 | 1.4 | 7 | -5 | 16
O=S(=O)(Nc1ccc(Br)cc1)c1cccc2cccnc12 | 106 | -15 | -3 | -8 | 105 | 0.1 | 7 | -19 | -7
COc1ccc(-c2nn(-c3ccccc3)cc2/C=C\C(=O)N2CCOCC2)cc1[N+](=O)[O-] | 95 | 17 | -5 | 0 | 101 | -1.3 | -3 | -11 | 9
COCCNC(=O)Cn1cc2c(n1)CCC(C)C2 (centres undefined) | 104 | 15 | nt | -2 | 101 | 0.5 | 3 | nt | 8
Oc1ccc2oc3c(c2c1C=NCc1ccncc1)CCCC3 | 91 | -7 | 7 | 6 | 98 | -0.1 | -4 | -6 | 14
COc1cccc(C(=O)C2CCCN(CC3=Cc4cc(OC)ccc4OC3)C2)c1 (centres undefined) | 125 | -31 | 0 | -7 | 106 | -0.1 | 25 | 11 | -3
CCCC(=O)NC(Nc1ccccc1OC)C(Cl)(Cl)Cl (centres undefined) | 109 | 19 | 2 | -4 | 111 | -1.6 | 6 | 2 | 17
CC1Oc2ccccc2OC1(O)c1ccc2ccccc2n1 (centres undefined) | 105 | 2 | 3 | 5 | 100 | -1.7 | 1 | -9 | 14
Clc1ccc(-n2nnnc2-c2cnc3ccccc3c2-c2ccccc2)cc1 | 94 | 5 | -11 | -6 | 97 | -0.8 | -6 | -28 | -29
Cc1c(Cc2ccccc2)c(=O)oc2c(C)c(OCC(=O)Nc3ccc(C#N)cc3)ccc12 | 119 | 6 | 2 | 1 | 105 | -0.2 | 18 | 6 | -7
O=C(Cc1ccccc1Cl)N/N=C/c1cccnc1 | 100 | 1 | 1 | -4 | 99 | 0.8 | 1 | -8 | 11
O=C(Nc1ccc([N+](=O)[O-])cc1)c1ccccc1F | 91 | -12 | 2 | -3 | 100 | -3.0 | -10 | 1 | -6
N/C(=N\OC(=O)c1ccc(F)cc1)c1nonc1N | 99 | 25 | 11 | -5 | 98 | 0.7 | -2 | -1 | 2
CSC1=NCCN1C(=O)c1cccs1 | 105 | 6 | 8 | -1 | 105 | -0.1 | 3 | -1 | 5
C=CCSc1n[nH]c(-c2ccc(OC)cc2)n1 | 96 | -9 | 39* | -1 | 98 | -0.3 | -1 | -7 | -9
O=C(Cc1ccsc1-c1ccccc1)NO | 97 | -12 | 4 | 1 | 98 | 0.9 | -2 | -1 | 29
Nc1ccc2nc3c(=O)[nH]c(=S)[nH]c3nc2c1 | 103 | -25 | 80* | -3 | 112 | 45 | 17 | -5 | 93*
COC(=O)c1ccc(NC(=O)Nc2ccc(OC)c(OC)c2)cc1 | 96 | 16 | -1 | 1 | 93 | -1.5 | -4 | -7 | -8
O=c1c(C/C=C/c2ccccc2)c(O)nc2n1CCCS2 | 102 | 11 | 3 | -5 | 98 | -0.1 | 1 | -8 | 1
O=C(Oc1ccc2ccc(=O)oc2c1)c1ccco1 | 106 | 20 | -1 | 9 | 97 | 0.6 | 3 | 5 | 34
C=CCNC(=S)Nc1ccc(N(C)C)cc1 | 89 | 17 | 1 | -2 | 98 | 0.6 | -5 | -3 | 1
Fc1ccccc1/C=N/n1c(COc2ccccc2)n[nH]c1=S | 102 | 31 | 50* | -7 | 98 | -0.8 | -4 | -20 | 2
COc1cc(/C=N/NC(N)=O)ccc1OCC(=O)Nc1ccc(C)c(C)c1 | 107 | 1 | 3 | 24* | 109 | 0.0 | 4 | -32 | 9
CC(C)c1ccccc1NC(=O)c1cccnc1 | 101 | 13 | 1 | 0 | 98 | -0.3 | 3 | -8 | 15
CCOc1ccc(N(CC(=O)Nc2ccc(Br)cc2)S(C)(=O)=O)cc1 | 101 | -6 | -8 | -9 | 100 | 0.9 | 16 | -18 | 3
CC1CN(Cc2nc3c(c(=O)n(C)c(=O)n3C)n2CC(=O)c2ccccc2)CC(C)O1 (centres undefined) | 102 | 14 | 22 | -2 | 100 | 0.4 | 1 | -16 | -1
O=C(CN(CC1CCCO1)C(=O)CNS(=O)(=O)c1ccc(F)cc1)NCC1CCCO1 (centres undefined) | 105 | 5 | 6 | -6 | 110 | 0.1 | 5 | -8 | 21

An excerpt; rates above refer to the full screens.
